Screening data from PubChem BioAssay.
IMP-1 inhibitor – inhibitors of Pseudomonas aeruginosa IMP-1 metallo-beta-lactamase | purified IMP-1, nitrocefin hydrolysis, epi-absorbance fluorescence | actives 0.45% (n = 290,000) | inhibition, % at 5.6 µM | AID 1556;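 active = inhibition above the mean plus 3 SD of all compounds in the same screening run, cut at about 4.5% in these data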;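 note: 0% = IMP-1 with DMSO and 100% = DMSO wells lacking enzyme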
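Material – recombinant IMP-1 enzyme, purified · Amount – IMP-1 0.2 nM before substrate addition · Medium – HEPES buffer pH 7.1 with ZnSO4 and Brij 35 · Timing – 25 °C, 15 min preincubation, 25 min reaction · Measured by – plate fluorescence quenching by hydrolysis product, ex 480/em 530 nm · Read-out – percent enzyme inhibition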
FID counter – fluorescent intercalator displacement, NS3 helicase counter-screen; DNA fluorescent intercalator displacement, fluorescence; inhibition, % at 7.9 µM; actives 0.17% (n = 290,000); in the data active = inhibition above about 37%;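 note: 0% = vehicle and 100% = reference compound; higher means more ethidium bromide displaced from hairpin DNA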
PHOSPHO1 inh – blocks human PHOSPHO1 phosphatase activity; Q8TCT1; recombinant PHOSPHO1, absorbance phosphatase assay; inhibition, % at 13.3 µM; actives 1.1% (n = 290,000); AID 1565; in the data active = inhibition above about 60%
Target sequence (Q8TCT1 whole entry, looked up): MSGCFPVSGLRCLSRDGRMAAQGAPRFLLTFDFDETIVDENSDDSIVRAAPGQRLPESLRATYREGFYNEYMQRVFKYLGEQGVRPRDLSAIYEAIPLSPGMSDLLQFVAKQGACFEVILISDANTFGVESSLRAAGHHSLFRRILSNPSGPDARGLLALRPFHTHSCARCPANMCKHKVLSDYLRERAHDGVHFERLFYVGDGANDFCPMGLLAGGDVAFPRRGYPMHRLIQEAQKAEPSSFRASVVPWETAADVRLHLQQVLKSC
VIM-2 inhibitor – blocks Pseudomonas aeruginosa VIM-2 metallo-beta-lactamase; purified VIM-2, nitrocefin hydrolysis, epi-absorbance fluorescence; inhibition, % at 5.6 µM; actives 0.89% (n = 290,000);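 active = inhibition above the mean of all tested compounds plus 3 SD, cutoff set per screening run, cut at about 7.5% in these data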;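 note: red hydrolysis product quenches plate fluorescence so inhibitors raise well fluorescence; 0% = enzyme with DMSO and 100% = DMSO without enzyme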
IDE act – IDE (human) activation, cell-based; activation, % at 5.96 µM; HEK cells, FAbeta-B cleavage, fluorescence polarization; 0% vehicle, 100% cell-free pure enzyme wells; actives 0.073% (n = 340,000); P14735;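 active = activation above the mean of all tested compounds plus 3 SD, set per screening campaign, cut at about 17% in these data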
MEKK3 PB1 HTS – raises or lowers MEK5 binding to the human MEKK3 PB1 domain; Q99759; bead-based flow cytometry, Alexa488-MEK5 binding to MEKK3; actives lie on both sides; 0 = blocked by unlabeled MEK5, 100 = vehicle; binding response (% of control), % at 10 µM; actives 1.4% (n = 290,000); AID 1529;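 active = binding response more than 3 SD above or below the average of its plate-row segment, actives on both sides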;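 note: Alexa488 bead fluorescence after subtracting the streptavidin-only scavenger bead signal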
Target sequence (Q99759 whole entry, looked up, the tested form may be a part): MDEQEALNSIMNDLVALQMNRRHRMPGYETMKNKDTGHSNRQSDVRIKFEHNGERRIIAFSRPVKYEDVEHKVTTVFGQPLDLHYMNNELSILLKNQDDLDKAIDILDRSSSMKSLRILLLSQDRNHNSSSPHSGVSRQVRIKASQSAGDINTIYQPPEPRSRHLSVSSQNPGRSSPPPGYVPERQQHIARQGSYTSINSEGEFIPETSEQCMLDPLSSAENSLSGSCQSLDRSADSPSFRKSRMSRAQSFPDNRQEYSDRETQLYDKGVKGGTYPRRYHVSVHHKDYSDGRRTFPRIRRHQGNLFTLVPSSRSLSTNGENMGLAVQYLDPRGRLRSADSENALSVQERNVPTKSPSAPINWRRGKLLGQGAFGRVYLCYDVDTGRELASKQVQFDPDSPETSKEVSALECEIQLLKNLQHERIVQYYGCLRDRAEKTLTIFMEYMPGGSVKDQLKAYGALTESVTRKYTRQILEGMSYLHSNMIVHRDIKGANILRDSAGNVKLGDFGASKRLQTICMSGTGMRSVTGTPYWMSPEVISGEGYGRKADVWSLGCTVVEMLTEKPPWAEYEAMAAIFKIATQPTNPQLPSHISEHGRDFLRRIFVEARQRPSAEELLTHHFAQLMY
SUMO HTRF inh – SUMOylation inhibition | P63279 | HTRF SUMOylation assay, SAE1/SAE2 + UBC9, in vitro | inhibition, % at 35 µM | actives 0.36% (n = 290,000); in the data active = inhibition above about 50%, passing the limit was not always enough; note: strong numbers were not always called active
Target sequence (P63279 whole entry, looked up): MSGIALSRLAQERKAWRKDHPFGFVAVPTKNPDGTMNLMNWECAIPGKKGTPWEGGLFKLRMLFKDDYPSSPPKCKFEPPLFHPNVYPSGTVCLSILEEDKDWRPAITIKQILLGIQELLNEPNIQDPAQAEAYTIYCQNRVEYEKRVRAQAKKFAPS
NS3 helicase inh – blocks Hepatitis C virus NS3 helicase unwinding | NS3 helicase DNA unwinding, Cy5 molecular beacon fluorescence | inhibition, % at 10.9 µM | actives 0.56% (n = 290,000) | AID 1800;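 active = inhibition above the mean of all tested compounds plus 3 SD, set per campaign, cut at about 35% in these data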;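 note: 0% = DMSO wells and 100% = thioflavine S control wells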
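Control set: DMSO versus 110 µM thioflavine S; Material: NS3 helicase fragment of HCV; Measured by: Cy5 fluorescence at 0 and 60 min, beacon hairpin quenching; Read-out basis: percent inhibition from t60/t0 fluorescence ratio; Times: reaction time 60 min, 25 °C; Repeats: single replicate; Compound dosing: single dose, 10.9 µM nominal final, DMSO 0.8% final.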
pCIP destab – lowers stability of the mouse p/CIP coactivator protein; Q05BA5; F442A p/CIP-EGFP cells, EGFP fluorescence, 16 h; decrease of EGFP signal, % at 10 µM; actives 0.01% (n = 290,000); AID 1984;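 active = EGFP signal decrease of at least 30% at 10 µM or well 3 SD below plate mean, unless failing retest; inactive = the rest, including hits failing retest or dose response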; note: some compounds called inactive have numbers as strong as hits; many of its hits are not listed in these tables
An asterisk follows results filed as active; nt = no result given; [ ] = another dose, or the depositor's remark. A portion of the library; count on the stated rates, not on these rows.

SMILES | IMP-1 inhibitor | FID counter | PHOSPHO1 inh | VIM-2 inhibitor | IDE act | MEKK3 PB1 HTS | SUMO HTRF inh | NS3 helicase inh | pCIP destab
COc1ccccc1NS(=O)(=O)c1ccc(C)c(NS(=O)(=O)c2cc(C(=O)O)cc(C)c2C)c1 | -2.2 | -27.9 | 38.1 | -3.0 | 5.1 | 100.0 | 7.4 | 25.1 | 0.2
COc1cc(C2C(C#N)=C(N)Oc3c2ccc2ccccc32)ccc1OCC(=O)Nc1cccc(C)c1 (configuration not stated) | -3.4 | -15.6 | -6.9 | -2.6 | 3.4 | 106.0 | 31.7 | -6.9 | 8.2
C=CCNC(=O)/C(C#N)=C/c1ccc(C)o1 | -2.3 | 2.1 | 23.8 | -1.0 | 0.8 | 100.0 | 16.0 | -3.8 | -4.0
CCCCNC(=O)CC1SC(=NCC)N(CC)C1=O (configuration not stated) | -4.4 | -2.7 | -6.3 | -3.7 | -0.9 | 98.0 | 19.5 | 4.8 | -4.6
Cc1ccc(NC(=O)CSc2nnc(C3CC3)n2N)cc1S(=O)(=O)N1CCOCC1 | -0.3 | -1.3 | -14.1 | 0.6 | 0.9 | 95.0 | -1.2 | -5.7 | -12.9
Nc1nnn(CC(=O)N/N=C/c2ccncc2)n1 | -3.2 | -2.0 | 12.9 | -2.1 | nt | 130.0* | 11.7 | -2.1 | -15.5
C[C@H](NC(=O)c1nc[nH]c1C(=O)NCCCCCNC(=O)OC(C)(C)C)C(=O)OC(C)(C)C | -0.3 | -40.3 | 13.5 | -1.8 | 0.8 | 87.0 | -2.6 | -12.0 | 0.8
C/C(O)=c1/cnc2nc3ccccc3n2c1=O | -1.9 | -5.3 | 20.5 | 1.8 | 3.3 | 98.0 | 11.0 | -9.3 | -8.8
CCC(C)n1[nH]c(=O)cc1N (configuration not stated) | -2.4 | -2.2 | -4.9 | -4.1 | 0.3 | 103.0 | -4.3 | 12.4 | 8.4
O=P(Cc1cccc[n+]1[O-])(c1ccccc1)c1ccccc1 | -3.3 | 0.2 | 7.1 | -3.5 | 1.3 | 97.0 | -2.0 | 12.9 | -5.7
C/C(=N\NC(=O)c1cccc(F)c1)c1ccc(NC(=O)Cc2ccccc2)cc1 | -1.6 | -22.1 | -30.1 | -1.6 | 10.7 | 103.0 | 2.0 | -1.9 | -21.7
COc1cc([C@@H]2c3cc4c(cc3[C@@H](NC3CCN(Cc5ccccc5)CC3)[C@H]3COC(=O)[C@H]23)OCO4)cc(OC)c1O | nt | nt | 35.3 | nt | nt | 97.0 | 11.3 | nt | -20.4
O=C(O)c1cccc(NC(=O)C2C3C=CC(C3)C2C(=O)OCC(F)(F)C(F)F)c1 (configuration not stated) | -1.6 | 2.1 | 3.5 | -5.2 | -1.7 | 104.0 | 7.9 | 6.5 | -2.8
Cc1nnc(N2CCc3ccccc3C2)[nH]c1=O | -6.8 | 1.0 | 8.2 | -1.4 | -2.0 | 77.0 | 7.5 | -2.2 | -8.2
O=C(NCCc1ccccc1)c1cccc([N+](=O)[O-])c1 | -2.2 | 1.5 | -2.0 | 0.5 | -2.4 | 130.0* | -5.4 | 1.2 | -9.7
O=C(c1ccco1)N1CCN(S(=O)(=O)c2cccc(C(F)(F)F)c2)CC1 | -2.2 | -18.4 | -7.4 | -2.9 | 1.0 | 97.0 | 9.9 | 26.9 | -6.2
O=C(CSc1nnc2c(n1)[nH]c1ccccc12)N1CCCCC1 | -1.3 | -8.3 | 46.2 | 0.2 | 2.8 | 101.0 | -1.4 | 2.0 | -4.8
COC(=O)c1cn(Cc2cccc(C)c2)nn1 | -0.8 | 0.2 | 21.1 | 2.4 | 4.4 | 100.0 | 3.0 | 1.0 | -0.3
O=C(Nc1ccc(OCC(=O)N2CCOCC2)cc1)c1cncc(Br)c1 | -1.9 | -5.8 | -3.4 | -3.1 | -1.3 | 98.0 | -7.4 | -8.8 | 6.3
CCOC(=O)C(=O)Nc1ccccc1C(=O)Nc1ccc(OC)cc1 | -1.3 | -5.8 | 0.9 | -1.7 | -4.1 | 98.0 | -12.9 | 6.2 | -8.2
CCc1ccc(OCCSc2nc3ccccc3n2CC(=O)O)cc1 | 0.2 | -32.8 | 24.3 | 0.9 | -2.0 | 92.0 | 21.4 | 20.4 | -4.3
Cc1cccc(-n2c(C)nc3sccc3c2=O)c1 | -3.1 | -2.5 | 3.4 | -3.2 | -0.6 | 117.0 | 9.8 | -0.4 | 16.1
CSc1nc2n(n1)C(C)C1=C(CCCC1=O)N2 (configuration not stated) | -3.4 | 0.3 | 47.0 | -3.6 | 5.4 | 98.0 | 17.3 | -1.2 | -4.7
N#CCSc1nc2sc3c(c2c(=O)n1C1CCCCC1)CCCC3 | -4.2 | -6.3 | 12.6 | -4.5 | 5.0 | 96.0 | 6.2 | 5.8 | -17.7
O=S(=O)(c1ccccc1)N(CC(O)Cn1c2ccccc2c2ccccc21)c1ccccc1 (configuration not stated) | -2.5 | -13.4 | 39.3 | -1.5 | 3.2 | 102.0 | -33.5 | -17.8 | 6.8

The last four compounds of the part above are carried over, then new ones follow:
SMILES | IMP-1 inhibitor | FID counter | PHOSPHO1 inh | VIM-2 inhibitor | IDE act | MEKK3 PB1 HTS | SUMO HTRF inh | NS3 helicase inh | pCIP destab
Cc1cccc(-n2c(C)nc3sccc3c2=O)c1 | -3.1 | -2.5 | 3.4 | -3.2 | -0.6 | 117.0 | 9.8 | -0.4 | 16.1
CSc1nc2n(n1)C(C)C1=C(CCCC1=O)N2 (configuration not stated) | -3.4 | 0.3 | 47.0 | -3.6 | 5.4 | 98.0 | 17.3 | -1.2 | -4.7
N#CCSc1nc2sc3c(c2c(=O)n1C1CCCCC1)CCCC3 | -4.2 | -6.3 | 12.6 | -4.5 | 5.0 | 96.0 | 6.2 | 5.8 | -17.7
O=S(=O)(c1ccccc1)N(CC(O)Cn1c2ccccc2c2ccccc21)c1ccccc1 (configuration not stated) | -2.5 | -13.4 | 39.3 | -1.5 | 3.2 | 102.0 | -33.5 | -17.8 | 6.8
COc1ccc(C2NC(c3ccc(OC)cc3)C([N+](=O)[O-])C(C)(C)C2[N+](=O)[O-])cc1 (configuration not stated) | -1.6 | -7.7 | -0.8 | 0.0 | 6.7 | 102.0 | -11.8 | -7.0 | 3.5
CCOC(=O)C1CN(S(=O)(=O)c2ccc(OC)cc2)c2cc(Cl)ccc2O1 (configuration not stated) | -0.8 | -16.7 | 24.2 | -0.5 | 3.5 | 105.0 | 4.2 | -17.0 | -3.6
CNC(=O)/C(C#N)=C/c1cn(CC(=O)OC)c2ccccc12 | -2.7 | 0.0 | 35.7 | 0.6 | 2.9 | 93.0 | 23.2 | -2.6 | -3.5
COc1ccc(OCc2cc(C(=O)N3CCCN(C(C)=O)CC3)no2)c(Cl)c1 | 0.0 | -46.2 | 24.2 | -0.2 | -6.5 | 100.0 | 3.6 | 0.0 | -4.7
Cn1nnc(NC(=O)CSc2ncn[nH]2)n1 | -4.2 | -0.6 | 4.6 | -4.1 | -2.3 | 101.0 | 0.6 | 12.1 | -3.7
N#CCC(=O)NCCCc1ccccc1 | 1.1 | -1.8 | 3.8 | -1.4 | 5.0 | 91.0 | 2.9 | -2.0 | -13.8
Cc1ccc2nc(SCC(=O)NCC3CCCO3)c(C#N)cc2c1 (configuration not stated) | -4.2 | -2.4 | 8.7 | -1.0 | 2.3 | 86.0 | -6.7 | -4.7 | 3.7
COc1ccc(S(=O)Cc2ccc(C(=O)N3CCN(c4cccc(C)c4C)CC3)o2)cc1 (configuration not stated) | -1.1 | -43.7 | 26.1 | -0.7 | -7.8 | 97.0 | 5.7 | 6.2 | -17.7
CC1CCCC(C)N1S(=O)(=O)c1ccc(Cl)cc1 (configuration not stated) | -3.6 | -10.7 | 24.3 | -3.8 | 5.1 | 100.0 | 4.2 | 3.1 | -9.6
Cn1c(=O)c2c(ncn2CC(=O)N/N=C/C=C/c2ccccc2)n(C)c1=O | -2.1 | -11.6 | 1.1 | -4.2 | -5.6 | 96.0 | -1.5 | -8.1 | -2.0
COC(=O)c1cc(OC)c(OC)cc1NC(=O)CN1CCCCC1 | -2.5 | -2.8 | -21.2 | -2.1 | 0.9 | -1.0*[inhibitor] | -10.4 | -8.6 | 0.2
COc1ccc(Cl)cc1NC(=O)CSc1nncn1-c1cccnc1 | -5.2 | -10.4 | 13.9 | -1.1 | 2.2 | 97.0 | 1.3 | 5.2 | -7.1
Cc1ccc2oc3c(c(=O)c2c1)C(c1ccc(F)cc1)N(CCCN1CCOCC1)C3=O (configuration not stated) | -0.3 | 13.2 | 7.4 | -0.8 | nt | 107.0 | 18.7 | 2.2 | -4.1
O=[N+]([O-])c1cccc(-c2c[n+]3c(n2-c2ccccc2)SCC3)c1 | -4.4 | 8.0 | 21.0 | -4.3 | -0.9 | 104.0 | 14.3 | 3.3 | -42.6
Cc1nc2ccccc2n2c(-c3ccccc3)c3c(=O)n(C)c(=O)n(C)c3c12 | -3.1 | -2.5 | 10.1 | -1.7 | 0.2 | 95.0 | 19.2 | 8.4 | -25.0
O=C(Cc1ccc(F)cc1)N(c1ccc(F)cc1)C1C=CS(=O)(=O)C1 (configuration not stated) | -3.0 | -0.8 | -0.6 | -3.0 | 0.7 | 105.0 | -13.9 | -9.2 | -4.5
Cc1ccc(C)c(C(=O)c2c(C)nc3sccn23)c1 | 1.0 | -5.3 | -10.6 | -0.5 | 3.0 | 105.0 | 1.1 | -6.8 | -7.1
CCOC(=O)C1(CCc2ccccc2)CCN(C(=O)C2CCOCC2)CC1 | -0.1 | -38.9 | 28.2 | 0.1 | 3.0 | 99.0 | -6.8 | -4.3 | -5.4
CCOC(=O)Cn1ccc(O)c(Cc2ccc(Cl)cc2Cl)c1=O | -0.8 | -1.3 | 35.2 | 3.1 | 4.3 | 102.0 | 2.6 | 12.8 | -17.7
N#Cc1c(N)nc2c(c1-c1cccc(O)c1)CCCCCC2 | -0.8 | -18.5 | 23.5 | -1.3 | -0.4 | nt | 12.7 | -6.1 | 1.3
CCOC(=O)C1CCN(C(=O)c2cc3c(=O)n4ccccc4nc3s2)CC1 | -3.1 | -28.8 | 27.4 | 1.1 | 1.4 | 100.0 | 28.5 | 4.3 | 0.2
Cc1ccc2nsnc2c1S(=O)(=O)N(Cc1cc2cccc(C)c2[nH]c1=O)CC1CCCO1 (configuration not stated) | -5.8 | -4.9 | 3.5 | -1.2 | 0.9 | 102.0 | -0.5 | 5.1 | -7.3
CCOC(=O)Nc1nnc(Cc2ccc(Cl)c(Cl)c2)s1 | -2.6 | -13.3 | 7.7 | -2.7 | 2.0 | 102.0 | -0.3 | -0.2 | -3.1
COc1ccc(S(=O)(=O)N[C@@H](C)C(=O)OCC(=O)Nc2cc3oc4ccccc4c3cc2OC)cc1 | -0.5 | -16.6 | -6.9 | -0.3 | -1.2 | 100.0 | -23.2 | -13.5 | 1.9
NC(=O)c1cc2ccccc2oc1=NCc1ccccc1 | -2.5 | -1.6 | 21.5 | -3.7 | 1.1 | 99.0 | 3.7 | 0.0 | 4.1
